Screens from PubChem.
RSV CPE inhibition = RSV antiviral activity via CPE protection, HEp-2 cells, primary 10 µM value included (AID 2391) | HEp-2 cells, RSV-induced CPE inhibition; higher % means a stronger effect | CPE inhibition, % at 10 µM, or IC50 in µM where a hit was titrated | actives 0.13% (n = 310,000); in the data active = a potency from the dose series; inconclusive = CPE inhibition mostly from about 23% at the one dose, without a potency; inactive = the rest, 99 in 100 with CPE inhibition below about 21%; also: strong numbers were not always called active
Rac1 GTP hydrolysis = MgcRacGAP GTPase-activating activity inhibitors, confirmation, biochemical, ADP Hunter fluorescence; AID 624330, 2012; MgcRacGAP-stimulated Rac1 GTP hydrolysis, ADP Hunter fluorescence; higher % means a stronger effect; GST-tagged Rac1 F28L mutant substrate; inhibition, % at 30 µM, or IC50 in µM where a hit was titrated; actives 0.6% (n = 340,000);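 active = first-screen hits whose inhibition reached a set limit at any dose in the follow-up dose series; inconclusive = inhibition above the set first-screen limit but never retested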;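 also: fluorescence reports GDP produced by GAP-driven GTP hydrolysis; strong numbers were not always called active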
ER stress rescue = rescue of cells from ER stress-induced death, primary screen, 384-well, CSM14.1, thapsigargin, ATP luminescence (AID 1222). CSM14.1 thapsigargin-induced death rescue, ATP luminescence; higher % means a stronger effect. one-dose cellular ATP content (survival), % at 20 µM; EC50 in µM for titrated hits. 190,000 tested, under 10 active;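 active = EC50 below 50 µM in the dose-response confirmation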;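 also: death triggered by thapsigargin at about 15 µM added after 2 h compound pretreatment; cell ATP read after overnight thapsigargin exposure of roughly 18 to 22 hours; normalized against plate controls of thapsigargin alone and 5% DMSO vehicle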
LYP phosphatase = inhibitors of LYP phosphatase, biochemical, fluorescence intensity, uHTS (AID 1779). recombinant LYP phosphatase, fluorescence intensity; higher % means a stronger effect. one-dose inhibition, % at 11.5 µM; IC50 in µM for titrated hits. actives 0.054% (n = 290,000); in the data active = inhibition above about 50%;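 also: plate controls were vehicle with enzyme for no effect and no enzyme for full effect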
West Nile antiviral = West Nile virus antiviral activity, cell-based, CPE readout (AID 1621). West Nile virus-infected cells, CPE inhibition; higher % means a stronger effect. one-dose CPE inhibition, % at 10 µM; IC50 in µM for titrated hits. actives 0.02% (n = 290,000); in the data active = a potency from the dose series; inconclusive = CPE inhibition mostly from about 3.7% at the one dose, without a potency; inactive = the rest, 99 in 100 with CPE inhibition below about 2.2%; also: strong numbers were not always called active
GPR35 antagonists = GPR35 antagonists blocking zaprinast-driven arrestin recruitment, primary screen, imaging, U2OS, beta-arrestin-GFP, zaprinast agonist (AID 2058); inhibition, % at 10 µM, or IC50 in µM where a hit was titrated; U2OS GPR35 beta-arrestin-GFP translocation imaging, zaprinast antagonism; higher % means a stronger effect; actives 0.052% (n = 290,000); G-protein coupled receptor 35 (Homo sapiens);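 active = inhibition of at least 50% with at least 30 cells and total cytoplasm GFP at most 10,000,000; inconclusive = under 30 cells or total GFP of 10,000,000 plus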
SV40 large T antigen = SV40 large T antigen inhibitors, biochemical (AID 1903); actives 0.39% (n = 310,000); inhibition, % at 20 µM; hits with a dose series show IC50 in µM; SV40 large T antigen ATPase/helicase inhibition assay; higher % means a stronger effect; in the data active = a potency from the dose series; inconclusive = inhibition mostly from about 32% at the one dose, without a potency; inactive = the rest, 99 in 100 with inhibition below about 32%; also: strong numbers were not always called active
NS5 inhibitors = Dengue-2 NS5 methyltransferase inhibitors, primary screen, biochemical, confirmation dose response (AID 588689); Dengue-2 NS5 methyltransferase capping enzyme assay, biochemical; higher % means a stronger effect; actives 0.3% (n = 340,000); inhibition, % at 25 µM; hits with a dose series show IC50 in µM; in the data active = a potency from the dose series; inconclusive = inhibition above about 29% without an active follow-up result
Salmonella PhoP GFP = inhibitors of PhoP regulon expression, primary screen, Salmonella Typhimurium, GFP reporter (AID 1863). S. Typhimurium PhoP-regulated promoter GFP reporter, 4 h; higher % means a stronger effect. inhibition, % at 50 µM; hits with a dose series show IC50 in µM. actives 0.16% (n = 300,000);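 active = inhibition over 29.93%, a cutoff 3 SD above the screen mean, later confirmed by dose response; inconclusive = inhibition over 29.93% but no dose response follow-up; inactive = inhibition at most 29.93% or unconfirmed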;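 also: 0% = low Mg2+ inducing control and 100% = high Mg2+ repressing control; strong numbers were not always called active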
NS5 inhibitors pilot replicate = second read-out of NS5 inhibitors, no call of its own (marks repeat the call); inhibition, %; measured here: pilot screen replicate inhibition
Active calls of the source: *; ? = inconclusive; . = no result given; & = joins results of further samples.

SMILES	RSV CPE inhibition	Rac1 GTP hydrolysis	ER stress rescue	LYP phosphatase	West Nile antiviral	GPR35 antagonists	SV40 large T antigen	NS5 inhibitors	Salmonella PhoP GFP	others
COc1ccccc1C(=O)NCC(=O)OC(C)C(=O)NC(=O)NC1CCCCC1 (centres undefined)	0.1%	0%	-2.9%	-3%	0.1%	-15%	19%	-2%	-9%
COc1ccccc1CNC(=O)N/C=C/c1ccc(Cl)cc1	0.8%	5%	0.1%	-3%	-0.4%	-5%	10%	4%	5%
CCOCCCn1c(SCC(=O)Nc2cccc(OC)c2)nc2ccccc2c1=O	11%	-12%	.	-4%	-1.4%	7%	8%	-3%	3%
O=C(Nc1nc2c(s1)C(=O)CCC2)c1ccccc1	-0.5%	12%	-3.1%	-8%	0.3%	-11%	15%	3%	2%
Cc1nc(CSc2nnc(C)s2)cs1	-0.1%	1%	-3.1%	-2%	0.0%	9%	6%	-4%	-4%
Cc1nc(-c2ccc(S(=O)(=O)Nc3cc(S(=O)(=O)N(C)C)ccc3C)s2)cs1	0.9%	10%	.	1%	0.2%	-5%	5%	0%	-6%
COc1ccc(NC(=O)C(C)N(C)Cc2ccc3ccccc3c2)cc1 (centres undefined)	16%	6%	.	0%	0.2%	-2%	7%	5%	0%
COc1ccc(CCNC2CC(=O)N(C)C2=O)cc1OC (centres undefined)	0.2%	4%	-1.1%	-11%	1.0%	10%	2%	3%	-14%
COc1ccc(C(=O)Nc2ccncc2)cc1OC	1.1%	9%	-1.5%	2%	-0.8%	0%	32%	-6%	-2%
CCOC(=O)c1nn(-c2ccc(F)cc2)c(=O)cc1OCC(=O)Nc1cccc(C)c1	0.1%	4%	.	.	.	.	11%	-1%	7%
CCOC(=O)c1c(NC(=O)CNCCO)sc(C)c1C	-0.4%	11%	-0.9%	-6%	-0.3%	9%	6%	-3%	3%
COc1ccc(/C=C(/NC(=O)c2ccccc2)C(=O)N/N=C/c2ccncc2)cc1	2.5%	8%	-3.2%	-2%	-1.1%	-9%	24%	-4%	10%
COc1ccc(-c2c(C)[nH]n3c(=O)c(Cc4ccccc4)c(C)nc23)cc1	8.4%	3%	-1.7%	3%	-1.1%	-16%	13%	0%	-6%
COc1ccc(CNC(=O)c2ccc(Br)s2)cc1OC	15%	8%	.	-9%	-0.9%	-1%	14%	0%	5%
COc1ccc(CCNC(=O)CS(=O)Cc2nc(-c3ccccc3F)oc2C)cc1OC (centres undefined)	0.3%	2%	.	-9%	-0.3%	-6%	11%	0%	-3%
CC(C)=C1C2CCC1C(C(=O)Nc1sc(C)c(-c3ccc(C(C)C)cc3)c1C(N)=O)C2C(=O)O (centres undefined)	6.0%	8%	-1.0%	7%	-1.5%	-3%	12%	3%	10%
Cc1cc(C)c(NC(=O)COC(=O)/C=C/c2cccc(C(F)(F)F)c2)c(C)c1	2.2%	6%	-3.5%	5%	-0.2%	-9%	6%	-5%	-15%
COc1ccc(N(C(=O)COc2ccc(F)cc2)S(=O)(=O)c2ccc(C)cc2)cc1	1.1%	4%	9.5%	5%	-0.1%	3%	3%	-7%	2%
COc1cccc(CNCCc2c[nH]c3ccccc23)c1OCc1ccccc1F	-3.5%	3%	-2.0%	-12%	-1.7%	-12%	-4%	-4%	17%
C/C(=N/NC(=O)c1ccc(Br)o1)c1ccc(C)o1	10%	8%	-1.5%	5%	0.6%	4%	6%	-3%	-5%
O=C(O)CCSc1nnnn1-c1ccccc1	1.2%	5%	0.1%	-10%	-0.1%	13%	11%	1%	-2%
CCCNC(=O)CCn1c(-c2ccc(C)cc2)cc(C(=O)OCC)c1C	1.3%	1%	0.2%	-8%	-0.3%	1%	7%	0%	4%
Cc1ccc2cc(C(c3nnnn3Cc3ccccc3)N3CCc4ccccc43)c(=O)[nH]c2c1C (centres undefined)	1.7%	10%	-4.3%	-2%	0.7%	-8%	15%	-2%	-12%
CSC(=S)N/N=C(\C)c1ccc(Br)cc1	0.8%	1%	-0.4%	-4%	0.2%	19%	?	1%	-3%
CC(C)(C)C(=O)NC1CCN(S(=O)(=O)c2ccc(C(F)(F)F)cc2)CC1	-2.2%	0%	-1.1%	-3%	-0.2%	3%	11%	-1%	-5%
CN1CCN(C(=O)/C(=C/c2cccc([N+](=O)[O-])c2)NC(=O)c2ccccc2)CC1	1.8%	2%	.	1%	-0.3%	7%	9%	0%	0%
C=CCN1C(=O)/C(=C2/Sc3ccccc3N2C)SC1=Nc1ccccc1C	6.2%	4%	-1.6%	1%	0.1%	-4%	-6%	-2%	3%
Cc1ccc(C)c(NC(=O)COc2coc(CN3CCc4ccccc4C3)cc2=O)c1	15%	3%	.	.	.	.	10%	-5%	-4%
COc1ccc(/C(C)=N\Nc2nc(-c3ccccc3)cc(=O)[nH]2)cc1	1.1%	5%	2.9%	-4%	-0.8%	-2%	12%	1%	-26%
CCOC(=O)C(NC(=O)c1ccc(F)cc1)(Nc1nnc(C)s1)C(F)(F)F (centres undefined)	0.3%	5%	1.0%	-6%	-0.1%	7%	1%	-5%	-8%
Cc1ccc(CS(=O)(=O)CCC(=O)NCC2CCCO2)cc1 (centres undefined)	1.4%	-2%	-2.2%	-6%	0.7%	16%	8%	-2%	1%
O=C(O)CCC(=O)N1CCc2cc(S(=O)(=O)N3CCCCC3)ccc21	-0.3%	4%	0.6%	4%	-0.1%	5%	-8%	5%	-4%
CC1(C)S[C@@H]2[C@H](NC(=O)[C@H](N)c3ccccc3)C(=O)N2[C@H]1C(=O)O	-1.4%&-1.8%	12%&0%	1.5%	-2%	0.3%&0.5%	2%	10%&1%&5%	7%&-2%	6%&-10%&-5%
O=C(NCc1ccc(Cl)cc1)C(=O)c1cn(CC(=O)N2CCOCC2)c2ccccc12	0.1%	3%	.	-1%	-0.5%	8%	27%	-6%	-9%
CC(C)(C)Cc1nnc(NC(=O)Cc2cccs2)s1	-0.5%	.	0.5%	-9%	?	0%	16%	.	1%
N#Cc1cccc(C(c2nnnn2C2CCCC2)N2CCCCCC2)c1 (centres undefined)	2.3%	4%	6.8%	-13%	-1.2%	-3%	1%	-15%	1%
Cc1cc(C)nc(Nc2cccc(C(F)(F)F)c2)n1	3.1%	6%	.	-7%	-0.1%	6%	6%	4%	-2%
O=C1c2ccccc2C(=O)N1CCCc1nc2ccccc2c(=O)n1-c1cccnc1	1.8%	.	3.1%	-11%	0.2%	9%	8%	.	-8%
O=[N+]([O-])c1cccc(-n2nnnc2CNCc2ccccc2)c1	1.2%	9%	.	-6%	0.1%	-4%	8%	-7%	-3%
CCNC(=S)Nc1ccc(C)c(S(=O)(=O)Nc2ccccc2OC)c1	4.1%	13%	.	-6%	-0.5%	-5%	18%	3%	1%

Part of the list above in order of SMILES length, smallest number first:
SMILES	RSV CPE inhibition	Rac1 GTP hydrolysis	ER stress rescue	LYP phosphatase	West Nile antiviral	GPR35 antagonists	SV40 large T antigen	NS5 inhibitors	Salmonella PhoP GFP	others
Cc1nc(CSc2nnc(C)s2)cs1	-0.1%	1%	-3.1%	-2%	0.0%	9%	6%	-4%	-4%
COc1ccc(N(C(=O)COc2ccc(F)cc2)S(=O)(=O)c2ccc(C)cc2)cc1	1.1%	4%	9.5%	5%	-0.1%	3%	3%	-7%	2%
CN1CCN(C(=O)/C(=C/c2cccc([N+](=O)[O-])c2)NC(=O)c2ccccc2)CC1	1.8%	2%	.	1%	-0.3%	7%	9%	0%	0%

(listing goes on)
SMILES	RSV CPE inhibition	Rac1 GTP hydrolysis	ER stress rescue	LYP phosphatase	West Nile antiviral	GPR35 antagonists	SV40 large T antigen	NS5 inhibitors	Salmonella PhoP GFP	others
CC1CCCN(Cc2nc3c(c(=O)n(C)c(=O)n3C)n2Cc2c(F)cccc2Cl)C1 (centres undefined)	-0.2%	12%	-2.7%	-4%	0.0%	7%	1%	3%	9%
Cn1cc(C(=O)Nc2ccc(Cl)cc2)c(C(F)(F)F)n1	7.2%	13%	1.2%	-6%	-0.5%	-7%	12%	4%	-9%
CC(C)(CN1CCc2ccccc2C1)NS(=O)(=O)c1ccccc1	-0.5%	22%	.	-4%	-0.3%	5%	18%	-2%	-5%
Cc1ccc(C(=O)Nc2nnc(COc3ccccc3)s2)cc1	1.7%	5%	0.1%	-3%	-0.1%	-13%	.	-1%	.
O=C(O)c1cn(-c2ccccc2)nc1C(=O)O	0.7%	0%	2.5%	-5%	0.2%	-7%	3%	.	1%
Cc1cccc(NC(=O)CSc2nc3ccccc3nc2N2CCCC2)c1	43%	6%	.	-7%	-1.5%	-9%	11%	-1%	.
Cc1cc(C(=O)NC2=NCCS2)c2ccccc2n1	-0.8%	3%	-1.2%	2%	-0.2%	-1%	9%	-13%	10%
COc1ccc(NC(=O)c2cccnc2)c([N+](=O)[O-])c1	-1.8%	-3%	-1.4%	0%	-1.0%	-12%	7%	-3%	6%
Fc1ccccc1/C=N/Nc1nn[nH]n1	.	11%	-1.1%	-3%	0.4%	-6%	1%	-2%	-30%
CC12CCC(C(=O)NNC(=O)c3ccc(F)cc3)(OC1=O)C2(C)C (centres undefined)	1.6%	6%	.	-6%	0.4%	-3%	-1%	1%	-7%
N#CC(C#N)=C1C=C2C=C(N3CCOCC3)CCC2CC1 (centres undefined)	.	17%	0.7%	7%	-0.2%	2%	29%	?	-57%
CCc1nc2oc3cc(OC)ccc3c(=O)c2c(=O)n1-c1ccccc1	6.5%	7%	-2.5%	1%	0.0%	-7%	3%	-2%	-3%
COc1ccc(/C=c2/sc3n(c2=O)C(c2ccccc2OC)C2=C(N=3)c3ccccc3CC2)cc1O (centres undefined)	0.2%	10%	-2.4%	10%	?	6%	13%	-13%	14%	NS5 inhibitors pilot replicate=-0.3
O=C(Cn1nc(-c2cccc([N+](=O)[O-])c2)c2ccccc2c1=O)NCC1CCCO1 (centres undefined)	0.2%	7%	-1.4%	1%	-0.1%	-2%	3%	2%	-10%
CCc1nnc(NC(=O)CCC(=O)Nc2ccc(C)cc2)s1	0.7%	0%	.	-8%	0.1%	5%	-4%	-9%	-4%
Cc1ccc(OCCN2CCN(c3ncnc4sc(C)c(C)c34)CC2)cc1	-1.9%	7%	-0.9%	-6%	2.1%	-12%	2%	-2%	-15%
CC(C)(C)c1csc(NC(=O)Cc2ccc(S(=O)(=O)N3CCOCC3)s2)n1	1.3%	4%	.	.	.	.	24%	6%	-11%
Cc1cc(Cl)c(S(=O)(=O)N2CCCC2)cc1OCC(=O)NC1CCCCC1	0.8%	1%	0.6%	-10%	-0.2%	20%	1%	-6%	-7%	NS5 inhibitors pilot replicate=-4.7
